CIT2-GFP yeast: yeast TOR pathway CIT2-GFP modulation; 0.065% of 320,000 active; AID 2029; GFP response vs DMSO, % at 10 µM; S. cerevisiae CIT2-GFP strain, flow cytometry, 3 h; 100 means same as DMSO wells;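 active = GFP response relative to DMSO above a set limit, near the screen mean plus 3 SD, cut at about 150% in these data; inconclusive = Fewer than 70 cells measured for a yeast strain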;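 note: ratio of well median GFP fluorescence to mean of DMSO wells on the plate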
MEX-5 binding: C. elegans MEX-5 TCR-2 RNA binding activity; Q9XUB2; MEX-5/FITC-TCR2 RNA binding, fluorescence polarization; stronger effect = lower value; 0.38% of 300,000 active; activity score (negative = inhibition of binding), % at 10 µM; AID 1832;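 active = inhibition past about -25% in most replicates, and total fluorescence under double the plate's negative control median, limit read from the data; inconclusive = replicates evenly split on the limit, or fluorescence at least double controls; inactive = too little inhibition in most replicates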;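 note: 0% = DMSO and -100% = 5 µM competing unlabeled TCR2 RNA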
Target sequence (Q9XUB2 whole entry, looked up): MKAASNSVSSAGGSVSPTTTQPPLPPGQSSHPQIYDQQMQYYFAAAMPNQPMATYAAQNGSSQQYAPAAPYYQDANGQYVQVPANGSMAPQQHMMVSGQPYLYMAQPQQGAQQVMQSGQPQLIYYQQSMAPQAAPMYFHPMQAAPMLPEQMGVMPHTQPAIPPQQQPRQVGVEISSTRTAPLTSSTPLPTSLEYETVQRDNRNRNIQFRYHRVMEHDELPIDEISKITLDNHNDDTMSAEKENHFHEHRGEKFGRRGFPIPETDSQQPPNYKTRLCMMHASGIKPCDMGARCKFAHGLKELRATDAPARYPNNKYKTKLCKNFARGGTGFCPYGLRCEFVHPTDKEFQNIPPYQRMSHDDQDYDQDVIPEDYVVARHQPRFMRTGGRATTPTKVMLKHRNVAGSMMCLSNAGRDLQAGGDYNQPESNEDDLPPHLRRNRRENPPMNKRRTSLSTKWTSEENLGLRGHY
BCLXL inh: blocks human Bcl-xL binding to Bim BH3 peptide; Q07817; GST-Bcl-xL / FITC-Bim BH3 peptide fluorescence polarization; inhibition, % at 10.9 µM; 0.7% of 320,000 active; AID 2129;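 active = inhibition above the mean of all tested compounds plus 3 SD, cutoff set per campaign, cut at about 30% in these data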;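 note: 0% = DMSO wells and 100% = unlabeled Bim-BH3 peptide competitor; inhibitors lower millipolarization by displacing the labeled peptide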
Target sequence (Q07817 whole entry, looked up): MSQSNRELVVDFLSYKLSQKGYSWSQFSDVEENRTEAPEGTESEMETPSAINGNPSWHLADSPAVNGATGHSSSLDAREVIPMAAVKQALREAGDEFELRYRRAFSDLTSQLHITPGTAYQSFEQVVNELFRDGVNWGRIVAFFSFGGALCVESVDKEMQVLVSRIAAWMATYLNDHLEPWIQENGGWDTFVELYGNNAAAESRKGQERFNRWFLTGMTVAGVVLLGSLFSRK
MCL1 BIM primary: disrupts human MCL1 binding to BIM-BH3 peptide; Q07820; GST-MCL1 / FITC-Bim-BH3 fluorescence polarization; inhibition, % at 10.9 µM; 0.68% of 320,000 active; AID 2057;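 active = inhibition above the mean inhibition of all tested compounds plus 3 SD, set per campaign, cut at about 40% in these data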;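 note: 0% = DMSO wells and 100% = unlabeled Bim-BH3 peptide control; higher means more loss of mP so more displacement of Bim peptide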
Target sequence (Q07820 whole entry, looked up): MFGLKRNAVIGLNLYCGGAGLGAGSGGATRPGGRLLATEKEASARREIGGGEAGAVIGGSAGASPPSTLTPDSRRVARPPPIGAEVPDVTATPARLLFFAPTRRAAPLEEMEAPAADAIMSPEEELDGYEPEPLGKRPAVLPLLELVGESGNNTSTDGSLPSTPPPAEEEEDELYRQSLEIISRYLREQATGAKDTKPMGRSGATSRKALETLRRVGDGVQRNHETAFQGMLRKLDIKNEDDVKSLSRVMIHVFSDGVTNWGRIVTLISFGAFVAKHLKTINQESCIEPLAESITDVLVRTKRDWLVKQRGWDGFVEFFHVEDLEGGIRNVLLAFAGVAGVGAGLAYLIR
GLD-1 TGE inh: GLD-1-TGE RNA interaction inhibition (C. elegans); Q17339; 0.44% of 320,000 active; purified GLD-1 + fluorescein TGE RNA, fluorescence polarization; inhibition, % at 5.96 µM;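 active = percent inhibition above a per-plate cutoff, the plate mean of test compounds plus 3 SD, cut at about 30% in these data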;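 note: 0% = DMSO wells with GLD-1 and probe and 100% = wells lacking GLD-1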
Yeast superoxide: yeast age-related superoxide inhibition as caloric restriction mimetic | S. cerevisiae aged cells, superoxide DHE fluorescence; stronger effect = lower value | superoxide response (% of plate mean), % at 10 µM | 0.18% of 330,000 active;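 active = superoxide response under a set limit, about three screen SD below normal, cut at about 65% in these data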;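 note: yeast aged for seven days with compound at 30 °C before DHE staining; 100% = average MFI of all compound-treated wells on the plate with controls excluded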
VLA-4 inh: inhibition in a human VLA-4 binding assay | P13612 | VLA-4 expressing cells, ligand binding flow cytometry | inhibition, % (about 7 µM as worked out from the volumes in the protocol) | 0.2% of 330,000 active; in the data active = inhibition above about 50%
AGP1-GFP MLPCN: yeast TOR pathway AGP1-GFP modulation. S. cerevisiae AGP1-GFP multiplex flow cytometry, 3 h; GFP as percent of DMSO wells. GFP response vs DMSO, % at 10 µM. 0.02% of 320,000 active. AID 2066;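 active = GFP response relative to DMSO above a set limit, near screen average plus 3 SD, cut at about 150% in these data; inconclusive = fewer than 70 cells counted for the yeast strain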;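 note: median GFP channel fluorescence of the gated AGP1 strain per well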
GRK2 inh: human GRK2 inhibition via aptamer displacement; 0.59% of 330,000 active; P25098; inhibition of aptamer binding, % at 10 µM; bead flow cytometry, FAM-aptamer displacement from GRK2; AID 488847;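 active = inhibition of aptamer binding above 40%, roughly 3 SD of noise, on plates passing a quality check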;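 note: median bead fluorescence of bound FAM aptamer so fluorescent compounds give negative values; no value below 0 was filed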
Active calls of the source: *; u = inconclusive; x = not tested or not shown.

SMILES | CIT2-GFP yeast | MEX-5 binding | BCLXL inh | MCL1 BIM primary | GLD-1 TGE inh | Yeast superoxide | VLA-4 inh | AGP1-GFP MLPCN | GRK2 inh
COc1cccc(NCCC(=O)c2cccc([N+](=O)[O-])c2)c1 | 96.3 | -1.7 | 4.6 | -3.3 | 0.9 | 105.9 | -5.9 | 99.5 | 0.0
Cc1nnc(NC(=O)CCS(=O)(=O)c2ccccc2)s1 | 109.1 | 0.1 | -0.5 | -0.9 | 1.9 | 102.5 | 9.6 | 106.8 | 9.0
Cc1ccc(N(CCC#N)C(=O)CN2C(=O)NC(Cc3ccccc3)C2=O)cc1 (centres undefined) | 93.7 | -0.5 | -4.2 | -3.1 | 10.1 | 74.2 | 10.4 | 94.3 | 0.0
CCc1c(C)sc(NC(=O)OC)c1C(=O)N1CCCCC1 | 102.0 | x | 36.9* | 41.0* | 32.5* | 98.7 | -6.7 | 103.2 | 0.0
CC(C)CNC(=O)c1ccccc1SCC(=O)NC12CC3CC(CC(C3)C1)C2 | 98.9 | 1.8 | 1.9 | 3.0 | 1.7 | 92.7 | 5.5 | 103.3 | 0.0
Cc1ccc(NC(=S)NC(=O)C2CC2)cc1Cl | 101.0 | x | x | x | x | 111.1 | 0.0 | 72.7 | 0.0
CC#CCN1c2ccccc2[C@]23C[C@@H](C(=O)OC)N(C(=O)c4ccc(Br)cc4)C2=NC(C(=O)OC)=C(C(=O)OC)[C@H]13 | 89.3 | 1.4 | -2.7 | -9.1 | -3.8 | 111.8 | 3.8 | 97.6 | 0.0
Cc1ccc(C(=O)NNC(=S)NC(=O)c2ccc(Cl)cc2)cc1 | 91.7 | 1.1 | 6.7 | 12.8 | 2.9 | 186.9 | 0.8 | 95.2 | 0.0
CCOC(=O)/C(N=Nc1ccc(C(=O)O)cc1[N+](=O)[O-])=C(\C)O | 83.3 | -1.9 | 2.7 | 5.0 | 6.4 | 99.5 | -1.9 | 86.4 | 3.0
CCCCS(=O)(=O)N1CCC(C(=O)NCC2CCCO2)CC1 (centres undefined) | 97.3 | -1.4 | 5.1 | 16.1 | 3.0 | 111.0 | 14.7 | 99.2 | 1.0

For convenience, part of the list above.
SMILES | CIT2-GFP yeast | MEX-5 binding | BCLXL inh | MCL1 BIM primary | GLD-1 TGE inh | Yeast superoxide | VLA-4 inh | AGP1-GFP MLPCN | GRK2 inh
COc1cccc(NCCC(=O)c2cccc([N+](=O)[O-])c2)c1 | 96.3 | -1.7 | 4.6 | -3.3 | 0.9 | 105.9 | -5.9 | 99.5 | 0.0
Cc1nnc(NC(=O)CCS(=O)(=O)c2ccccc2)s1 | 109.1 | 0.1 | -0.5 | -0.9 | 1.9 | 102.5 | 9.6 | 106.8 | 9.0

The list goes on.
SMILES | CIT2-GFP yeast | MEX-5 binding | BCLXL inh | MCL1 BIM primary | GLD-1 TGE inh | Yeast superoxide | VLA-4 inh | AGP1-GFP MLPCN | GRK2 inh
N#C/C(=C\c1ccc(N2CCOCC2)o1)C(=O)NC1CCCCC1 | 102.7 | u | -146.2 | -191.4 | -231.0 | 78.9 | -10.7 | 98.6 | 2.0
C=CCn1c(=O)c2c3c(sc2n2c(Nc4ccc(OC)cc4)nnc12)CCCC3 | 94.8 | x | 8.7 | 2.2 | 5.0 | 103.6 | -3.1 | 99.9 | 1.0
Fc1ccc(NC(=S)Nc2cccc3ccccc23)cc1F | 109.7 | 2.6 | 2.9 | 7.3 | 7.0 | 101.9 | 8.3 | 96.7 | 0.0
Cc1ccnc(N2C(=O)OC(C)(C)C2(C)O)c1 (centres undefined) | 103.3 | 1.2 | 3.5 | 6.1 | -6.7 | 107.3 | 0.6 | 106.8 | 0.0
COc1ccc(CNC(=O)COC(=O)c2ccc(OCC3CCCO3)cc2)cc1 (centres undefined) | 100.4 | x | 6.2 | 6.6 | 4.1 | 86.2 | -9.6 | 101.5 | 1.0
O=C(CCSCc1cccc(F)c1)NCc1ccc(F)cc1 | 99.3 | 0.8 | 4.3 | 3.8 | 1.4 | 99.9 | 4.3 | 99.3 | 1.0
O=[N+]([O-])c1ccccc1/C=N/n1c(COc2ccccc2)n[nH]c1=S | 104.0 | -0.9 | -6.3 | 0.1 | 14.4 | 104.7 | -10.0 | 102.9 | 3.0
CCOCC(=O)Nc1ccc(-c2cn3cccnc3n2)cc1 | 104.5 | 1.7 | -0.5 | -2.8 | 5.8 | 101.5 | 1.9 | 101.8 | 1.0
O=C(CCn1c(=O)sc2ccccc21)NCc1ccco1 | 94.7 | 1.8 | 2.1 | 9.6 | -0.2 | 87.5 | 10.6 | 96.5 | 1.0
CCOc1ccc(/C=N/NS(=O)(=O)c2ccc(C)cc2)cc1OC | 105.9 | -0.5 | x | x | x | 103.3 | 7.3 | 98.5 | 1.0
Cc1ccc(S(=O)(=O)N(C)C)cc1NC(=O)C1CCCCC1 | 99.5 | 1.2 | -1.1 | 1.4 | 7.1 | 100.4 | 13.2 | 97.9 | 1.0
CS(=O)(=O)N(CCc1ccccc1)CC(N)=O | 99.4 | 1.5 | 7.0 | 3.9 | -4.4 | 92.1 | -7.9 | 100.9 | 1.0
COc1ccccc1C1NC(=O)NC(C)=C1C(=O)OC1CCCCC1 (centres undefined) | 95.4 | 0.0 | 0.3 | 1.6 | 4.6 | 93.2 | -14.3 | 98.3 | 0.0
COc1ccc(CN2C(=O)CN=C2Nc2cc(C)ccc2C)cc1 | 97.0 | -4.2 | 9.2 | 4.3 | 32.5* | 98.5 | 13.7 | 98.7 | 5.0
CC(=O)Nc1ccc(C(=O)OC2CCOC2=O)cc1 (centres undefined) | 80.8 | 1.5 | 6.4 | 3.4 | 3.4 | 108.5 | 4.2 | 86.6 | 6.0
CCS(=O)(=O)N1CCN(c2ccc([N+](=O)[O-])c(NCc3cccnc3)c2)CC1 | 101.0 | 0.6 | 0.4 | 5.1 | 2.2 | 120.2 | 6.8 | 98.5 | 0.0
CCCCOC(=O)Cn1c(=O)c2c(nc3n2CCCCN3c2ccc(C)cc2)n(C)c1=O | 108.0 | -0.8 | 9.6 | 4.2 | 9.3 | 117.2 | -0.1 | 106.0 | 3.0
CCOC(=O)[C@H]1[C@H]2COc3cc(OC)ccc3[C@@H]2N2C(=O)CN(Cc3ccc(OC)cc3)C(=O)[C@@]12C | 93.5 | x | -4.8 | -5.7 | -6.5 | 99.4 | 0.0 | 93.0 | 0.0
COc1ccc(N(CC(=O)NCc2cccs2)S(=O)(=O)c2cccnc2)cc1 | 97.7 | 1.1 | 2.9 | 0.1 | 9.7 | 115.3 | -13.0 | 98.7 | 3.0
COc1ccc(S(=O)(=O)Nc2ccc(C(N)=O)cc2)cc1C(=O)N1CCCCCC1 | 96.5 | -0.6 | 4.8 | -14.5 | -1.9 | 104.5 | -15.7 | 99.1 | 0.0
COc1ccc(-n2c(Cc3ccccc3)nnc2SCC(=O)N2CCCc3ccccc32)cc1 | 94.2 | 0.7 | 1.8 | 5.0 | 1.1 | 93.6 | -3.1 | 101.5 | 2.0
CSc1nnc(C)c(=O)n1COC(=O)COc1ccccc1 | 97.6 | -0.9 | 2.8 | 7.2 | 3.5 | 89.4 | 5.8 | 93.7 | 0.0
CCN(CC)C(=O)N1CCN(C(=O)c2ccc(C)cn2)CC1 | 104.3 | 0.1 | 0.4 | 0.2 | 0.9 | 104.8 | 5.9 | 104.1 | 3.0
O=C(N/N=C/c1cc(Br)ccc1O)Nc1ccccc1 | 91.0 | -0.1 | -0.7 | 12.4 | 1.2 | 97.4 | -5.6 | 86.8 | 4.0
CCOc1ccc(Br)cc1C1C(C(=O)OC)=C(N)Oc2cc(N(C)C)ccc21 (centres undefined) | 90.4 | -0.5 | 6.3 | 4.7 | 8.8 | 86.8 | -7.6 | 94.5 | 1.0
Cc1ccc(S(=O)(=O)NNC(=O)C(O)(c2ccccc2)c2ccccc2)cc1 | 99.3 | -1.9 | 5.1 | -1.6 | -9.3 | 123.1 | -0.1 | 105.6 | 3.0
CC1Oc2ccccc2N(CC(=O)Nc2ccc3c(c2)OCCO3)C1=O (centres undefined) | 92.6 | 1.3 | -2.6 | -3.0 | 0.0 | 90.8 | -1.2 | 99.7 | 3.0
COc1ccc(OC)c(NC(=O)c2ccc(S(=O)(=O)N3CCN(C)CC3)cc2)c1 | 100.0 | -0.7 | 8.4 | 2.4 | 5.4 | 100.8 | 41.9 | 103.2 | 0.0
O=C(CCS(=O)(=O)c1ccc2c(c1)NC(=O)CO2)NCCc1ccccc1 | 103.0 | -2.2 | 1.6 | 4.2 | 1.4 | 92.2 | -2.8 | 107.8 | 3.0
COc1cccc(-n2c(=O)c3sccc3n(CC(=O)NC3CCCCC3)c2=O)c1 | 93.8 | -0.4 | -2.4 | -1.3 | -0.3 | 120.7 | 2.3 | 99.8 | 0.0
CSc1ccccc1OCc1cc(C(=O)N(C)Cc2c(C)n[nH]c2C)no1 | 99.0 | -2.6 | 5.6 | 4.8 | 2.4 | 89.3 | -11.9 | 106.6 | 0.0
Cc1ccc(C(=O)CCC(=O)Nc2ccc(Cl)c(S(=O)(=O)Nc3cccc(Cl)c3)c2)cc1 | 95.9 | 1.3 | 1.9 | 7.3 | -2.0 | 97.7 | 28.9 | 95.3 | 0.0
Cc1sc2ncn(CC(=O)NCCN3CCOCC3)c(=O)c2c1S(=O)(=O)N1CCC(C)CC1 | 97.8 | -4.1 | 3.2 | 0.4 | -1.3 | 107.4 | 12.0 | 98.7 | 3.0
O=C(NCc1ccc(F)cc1)C(=O)NCC1OCCN1S(=O)(=O)c1ccc2c(c1)OCCO2 (centres undefined) | 81.5 | x | 1.5 | 4.5 | 1.0 | 92.7 | 5.7 | 93.5 | 0.0
O=C(COc1c(Cl)cc(Cl)cc1Cl)c1ccc(Cl)cc1 | 93.6 | -1.9 | -3.7 | -4.0 | 7.3 | 118.7 | 10.4 | 103.7 | 1.0
N#C/C(=C/c1cccnc1)c1ccccc1 | 100.3 | 0.4 | -5.3 | -10.3 | -10.6 | 99.9 | 11.1 | 87.7 | x
Cc1c(OCC(=O)OC(C)C)ccc2c3c(c(=O)oc12)CCC3 | 99.3 | 0.8 | 9.8 | 7.0 | -4.0 | 106.4 | -4.5 | 93.9 | 0.0
Cc1ccc(C(=O)N/N=C\c2ccc(OC(=O)c3cccs3)cc2)cn1 | 101.3 | -0.4 | -0.4 | 9.7 | 9.5 | 116.9 | 13.0 | 102.6 | 0.0
CC(=O)c1cccc(N(C(=O)CNC(=O)c2ccco2)C(C(=O)NCc2ccco2)c2ccccc2)c1 (centres undefined) | 91.7 | -2.5 | -5.1 | -16.2 | -2.5 | 124.9 | -7.5 | 94.4 | 2.0
CCOC(=O)c1ccccc1NC(=O)c1ccc(N(C)S(C)(=O)=O)cc1 | 112.5 | -1.2 | 6.7 | 6.3 | 8.0 | 94.3 | -5.2 | 112.2 | 2.0
COC(=O)c1cc(NC(=O)Cc2ccc(OC)c(OC)c2)cc(C(=O)OC)c1 | 96.5 | 0.1 | -11.1 | -7.3 | -6.1 | 111.2 | 11.1 | x | 4.0
C/C(CC(=O)Nc1ccc(C)cc1C)=N\NC(=O)C(C)C | 99.5 | 2.8 | 3.0 | 5.5 | 1.2 | 117.5 | 21.4 | 90.0 | 3.0
COc1ccccc1CNC(=O)COC(=O)COc1ccccc1Cc1ccccc1 | 104.8 | -1.9 | -1.2 | 1.5 | 0.2 | 110.7 | 0.8 | 114.4 | 1.0
CC1CCc2c(C(=O)Nc3nccs3)csc2C1 (centres undefined) | 84.9 | -0.2 | 6.1 | 0.4 | -6.3 | 78.0 | -2.1 | 92.6 | 0.0
